ABCB6 inh 2 = ABCB6 transporter inhibitors, primary screen, K562-ABCB6 cells, flow cytometry, MLPCN library; fluorescence ratio to DMSO, % at 10 µM; ATP-binding cassette sub-family B member 6 (Homo sapiens), Q9NP58; K562-ABCB6 porphyrin accumulation, 1 h; hits give low values; AID 602162, 2011; 0.19% of 360,000 active;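 active means fluorescence ratio to DMSO below 75%, the collection mean minus 3 SD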;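 further: signal is porphyrin accumulated inside mitochondria; 100% equals median channel fluorescence of DMSO control wells; lower ratio means ABCB6 inhibition with less porphyrin fluorescence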
PDI turbidity = inhibitors of human PDI, primary screen, biochemical, turbidity, single point, plate reader | PDI insulin aggregation turbidity, A650, 90 min | inhibition, % at 10 µM | 0.052% of 350,000 active | AID 588391, 2011;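 active means mean inhibition across replicates of 30% or more, whatever share of single replicates reach that level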;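 further: absorbance from insulin aggregation driven by PDI reduction with DTT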
m5-HT2A agonist = mouse Htr2a agonists via beta-arrestin recruitment, primary screen, cell-based, luminescence; 5-hydroxytryptamine receptor 2A (Mus musculus), P35363; CHO-K1 mHTR2A beta-arrestin complementation; percent of 30 µM serotonin response; activation, % at 7.6 µM; 0.66% of 360,000 active;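 active means activation above a run cutoff, the mean activation of all tested compounds plus 3 SD, cut at about 14% in these data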;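 further: 0% = plate median of compound wells and 100% = 30 µM serotonin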
CaV13 FRET inh = Disruptors of the CACNA1D IQ motif to Ca2+-dependent inactivation inhibitor domain association, primary screening, Förster resonance energy transfer in intact living …; HEK cells, CFP/YFP FRET ICDI-IQ, plate reader, 10 min; percent FRET-ratio fall versus neutral wells; inhibition, % at 12.3 µM; 0.098% of 340,000 active;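 active means mean replicate inhibition of at least 30% and at least 1% of replicates passing that level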;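 further: 0% = median of the neutral control wells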
MC4R ag barr = MC4R agonists recruiting beta-arrestin, primary screen, cell-based, luminescence, agonist arm of biased-ligand search; 0.98% of 360,000 active; U2OS MC4R beta-arrestin complementation; percent of melanotan II response, DMSO zero; activation, % at 8.9 µM; AID 540308, 2011;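 active means activation above a per-plate cutoff, the mean activation of sample wells on that plate plus 3 SD, cut at about 8% in these data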
ABHD5 PLIN5 PPI = ABHD5-PLIN5 interaction inhibitors, primary screen, cell lysate, split luciferase complementation, luminescence. 0.78% of 360,000 active. inhibition, % at 4 µM. AID 602281, 2012. Perilipin-5 (Homo sapiens) + 1-acylglycerol-3-phosphate O-acyltransferase ABHD5 (Homo …. Split G. princeps luciferase complementation, 4 h;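 active means inhibition above the mean inhibition across every tested compound plus 3 SD, cut at about 22% in these data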;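 further: 0% = DMSO only wells and the 100% control is not disclosed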
Target sequence (Q00G26 whole entry, looked up): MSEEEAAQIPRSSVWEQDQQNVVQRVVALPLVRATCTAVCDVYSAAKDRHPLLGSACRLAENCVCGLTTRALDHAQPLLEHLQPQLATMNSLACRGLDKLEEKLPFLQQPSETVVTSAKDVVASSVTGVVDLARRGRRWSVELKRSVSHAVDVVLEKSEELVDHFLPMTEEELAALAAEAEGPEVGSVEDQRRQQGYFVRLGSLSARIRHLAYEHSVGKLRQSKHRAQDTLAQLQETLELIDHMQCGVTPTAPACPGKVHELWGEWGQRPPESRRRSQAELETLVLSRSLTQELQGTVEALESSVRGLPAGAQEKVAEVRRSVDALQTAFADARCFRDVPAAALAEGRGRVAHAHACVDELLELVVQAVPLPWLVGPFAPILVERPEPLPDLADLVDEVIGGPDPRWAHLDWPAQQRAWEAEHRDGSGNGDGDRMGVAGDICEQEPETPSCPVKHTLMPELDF
Target sequence (Q8WTS1 whole entry, looked up): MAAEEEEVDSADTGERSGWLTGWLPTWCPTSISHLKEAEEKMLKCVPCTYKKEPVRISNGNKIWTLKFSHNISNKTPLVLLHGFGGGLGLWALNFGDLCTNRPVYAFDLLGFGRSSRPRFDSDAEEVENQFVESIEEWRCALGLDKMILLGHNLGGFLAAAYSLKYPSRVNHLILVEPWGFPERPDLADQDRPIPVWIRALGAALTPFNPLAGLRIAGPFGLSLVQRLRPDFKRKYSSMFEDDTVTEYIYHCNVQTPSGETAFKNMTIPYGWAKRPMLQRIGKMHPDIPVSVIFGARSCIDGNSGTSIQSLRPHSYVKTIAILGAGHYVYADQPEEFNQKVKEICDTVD
MC4R antagonist = MC4R antagonists of cAMP signaling, primary screen, cell-based, TR-FRET, antagonist arm of biased-ligand search; Melanocortin receptor 4 (Homo sapiens), P32245; MC4R-expressing cells, MTII-stimulated cAMP, LANCE TR-FRET; inhibition, % at 6.5 µM; 0.48% of 360,000 active;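 active means inhibition above its plate's cutoff, the mean of tested wells on that plate plus 3 SD, cut at about 29% in these data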;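 further: 0% = Melanotan II alone and 100% = Melanotan II plus saturating MCL0020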
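Material: human MC4R-expressing U2OS cells. Probe or stimulus: Melanotan II challenge. Dosing: 6.5 µM single dose. Times: 30-min compound, 1-h challenge, 1-h detection, room temperature. Technique: TR-FRET with Eu-cAMP and labeled anti-cAMP, 671 nm. Replication: singlicate.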
Glyco luc inh = increase of ERlucT glycosylation luciferase signal, primary screen, N-linked glycosylation inhibitor project, D54 ERlucT cells, luminescence, set 2 | D54 ERlucT glycosylation luciferase reporter, 24 h; percent of 100 nM tunicamycin response | reporter increase, % at 12.5 µM | 0.23% of 360,000 active | AID 588692, 2011;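 active means mean luciferase reporter signal, scaled so untreated is 0 and the glycosylation-blocking control 100, at or above a set limit in every replicate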;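 further: luciferase carries N-glycosylation sites so blocking glycosylation raises the light; 0% = median of neutral control wells and 100% = median of 100 nM tunicamycin wells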
Granule exo inh = LAMP-1 surface exposure blockers, TALL-104 cells – cell-based, flow cytometry, MLPCN library, primary screen | inhibition, % at 10 µM | TALL-104 LAMP-1 surface exposure; cells stimulated with thapsigargin and PMA | 0.66% of 360,000 active;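 active means inhibition above about 55%, limit read from the data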
H9c2 protect = cardioprotection against H2O2-induced cell death, primary screen, uHTS, H9c2 cells, ATPLite luminescence; protection from H2O2 cell death, % at 20 µM; AID 588492, 2011; H9c2 cardiomyocytes, H2O2 injury protection, 2 h; 0.63% of 360,000 active;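 active means compounds giving at least 50% protection of heart cells from peroxide-induced death in the single-dose screen, raw or plate-pattern-corrected value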;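 further: 0% = DMSO wells with peroxide and 100% = DMSO wells without peroxide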
Starred values were filed as active, the others as inactive; . = not tested or not shown. This is a random part of the collection (roughly 4.2% active in at least one column).

SMILES	ABCB6 inh 2	PDI turbidity	m5-HT2A agonist	CaV13 FRET inh	MC4R ag barr	ABHD5 PLIN5 PPI	MC4R antagonist	Glyco luc inh	Granule exo inh	H9c2 protect
COc1ccc(SCC(=O)Nc2ccccc2Cl)cc1	96	-7	-4	-4	-1.9	1	9	0	3	-2
Cc1sc2nc(CN3CCOCC3)nc(Oc3ccc(NC(=O)c4ccco4)cc3)c2c1C	95	-1	-4	.	-1.8	11	12	0	1	35
CCC(=O)c1ccc(OCC(=O)OCC(=O)Nc2c(C)n(C)n(-c3ccccc3)c2=O)cc1	98	-3	7	-6	-0.5	7	10	1	1	2
O=C(CCn1cccc1)NC1CCCc2ccccc21 (stereo unspecified)	96	-29	0	-5	-1.5	-4	7	-2	-1	10
CC(C)N(C(=O)NC(=O)NCC1CCCO1)S(C)(=O)=O (stereo unspecified)	99	-14	1	.	-3.2	0	10	-1	-1	-2
O=C(NCCCN1CCOCC1)/C(=C/c1cccs1)NC(=O)c1ccccc1	95	-3	-8	-4	-1.5	-6	25	2	4	2
COC(=O)CC(NC(=O)c1ccc(C)cc1)c1ccc2c(c1)OCO2 (stereo unspecified)	88	-6	-3	-3	0.0	2	3	0	2	2
COCCCNCCOCCOc1ccc(C)cc1Br	99	0	0	-12	-1.0	4	8	-1	4	-2
O=C(CCn1c2c(c3ccccc31)CCCC2)NNC(=O)c1cccc([N+](=O)[O-])c1	100	-7	0	-6	-0.7	2	0	1	-1	0
C/C(=N/NS(=O)(=O)c1ccc(C)cc1)c1c(O)c2ccccc2oc1=O	99	-26	-6	1	-0.4	2	1	1	0	-5
O=S(=O)(c1ccc(S(=O)(=O)N2CCCC2)cc1)N1CCCCCC1	98	21	7	-9	1.9	0	-2	2	-5	-3
NC(=O)C1CCN(C(=O)c2ccc(NS(=O)(=O)c3ccc(Br)s3)cc2)CC1	96	2	5	-5	0.7	11	4	2	5	-4
O=c1c2ccccc2c(-c2ccccc2)nn1Cc1ccccc1	94	-22	-5	-5	-0.9	-3	1	-2	0	-2
CCOc1ccccc1N1CCN(C(=O)CNC(=O)c2ccc(OC)c(OC)c2)CC1	96	-6	7	-4	0.1	-3	24	1	1	-1
Cc1cccc(NC(=O)CN2CCN(C(=O)c3c(C)nn(Cc4ccccc4)c3C)CC2)c1C	56*	-11	4	-5	-2.6	-9	7	2	-1	3
CC(=O)c1cccc(-n2nnnc2SCC(=O)N2CCCC2)c1	102	-3	3	-6	-2.4	-7	2	0	-5	2
O=C(CC(c1ccc(F)cc1)c1ccco1)N1CCOCC1 (stereo unspecified)	72*	-7	0	-7	-0.5	8	1	-2	-2	14
COc1ccc(C(=O)O)cc1NC(=S)NC(=O)Cc1ccc(Cl)cc1	98	14	-3	-22	-1.4	5	2	12	7	-2
COc1ccc(-c2oc3c(c2C#CC2(O)CCCCC2)C(OC(C)=O)CCC3)cc1 (stereo unspecified)	99	.	-8	-7	.	-6	.	.	2	.
COCCN(CC1CCCN(C2Cc3ccccc3C2)C1)C(=O)CCC(N)=O (stereo unspecified)	100	6	2	-19	1.6	3	10	0	44	1
Cn1c(=O)c2c(nc(CN3CCOCC3)n2CC(=O)c2ccccc2)n(C)c1=O	97	0	3	-5	-0.5	-1	23	3	1	10
Cc1cc(-c2nnc(SCC(=O)c3ccc(F)cc3)o2)no1	93	8	-1	0	0.1	-7	9	0	-2	1
N#CCc1c(C#N)c(N)nc(N2CCN(S(=O)(=O)c3ccccc3F)CC2)c1C#N	90	9	4	-4	-1.3	15	-4	0	-8	16
COC(C(=O)Nc1ccccc1F)c1ccccc1 (stereo unspecified)	100	-5	0	-1	-1.1	-3	3	-1	1	5
Cc1cc(C)c(C(=O)NCC(=O)c2ccccc2)c(C)c1	97	6	0	-2	-3.0	5	6	1	6	0
O=C(CC1SC(N2CCCC2)=NC1=O)Nc1ccc(C(=O)Nc2ccccc2)cc1 (stereo unspecified)	98	7	2	-6	-1.5	3	8	0	-1	2
O=C(NC(c1ccc(F)cc1)c1ccc2ccccc2n1)C1CCN(Cc2ccc3ccccc3n2)CC1 (stereo unspecified)	95	11	-5	-5	-0.6	14	-2	-2	10	9
COc1ccc(Cl)cc1NC(=O)NC(C)C	107	-8	-5	-4	-1.8	3	8	3	-6	5
O=C1NC[C@H](CCCCN2C[C@@H](Cc3ccccc3)N(CC3CCCCC3)C(=O)C2=O)N(CCC2CCCCC2)C1=O	96	.	-2	-6	.	8	.	.	-6	.
COc1cc(OC)cc(N(C(=O)C2COc3ccccc3O2)C(C(=O)NC2CCCCC2)c2ccc(O)cc2)c1 (stereo unspecified)	93	5	-1	-17	2.2	8	-2	-8	-4	0
COc1ccc(C(=O)Nc2nnc(S(=O)(=O)N(C)Cc3ccccc3)s2)cc1	98	-5	9	-3	-0.4	-1	7	0	0	-2
O=c1[nH]c(=O)n(Cc2ccccc2)c2nc(-c3ccc(Oc4ccc(F)cc4)c([N+](=O)[O-])c3)n(CCO)c12	98	6	9	-19	1.6	4	13	-4	9	11
COc1ccccc1NC(=O)c1cc(C(=O)Nc2ccccc2OC)n(C)n1	100	1	0	-20	1.7	1	22	-1	-3	-1
CCOC(=O)c1ccc(NC(=O)N2CCCCCC2)cc1	93	4	3	-6	-4.3	-5	0	-4	-5	-5
Cc1ccc(/C=C/C(=O)Nc2sc3c(c2C#N)CCCC3)o1	103	3	-1	-18	28*	6	-4	1	-3	2
Cc1oc2c(cc(NS(=O)(=O)c3ccc(F)cc3)c3ccccc32)c1C(=O)O	104	3	5	-3	-0.7	-6	7	1	-12	-8
CCOC(=O)N1CCN(C(=O)C(C)N(c2ccccc2)S(C)(=O)=O)CC1 (stereo unspecified)	97	2	2	-4	-4.0	-3	4	3	-1	5
Cc1cc(C)c(OCC(=O)OCC(=O)NNC(=O)c2ccccc2F)c(C)c1	94	1	0	-2	1.1	8	10	0	-4	-4
COCCNC(=O)C(c1c[nH]c2ccccc12)N(C(=O)c1snc(C(N)=O)c1N)c1cccc(OC)c1 (stereo unspecified)	98	7	0	3	-3.6	8	8	-1	8	12
FC(F)(F)c1ccccc1N/N=C/c1cccnc1	89	5	6	-2	-0.1	3	-1	0	-3	-5
CS(=O)(=O)NCCNc1ccc(C(F)(F)F)cc1[N+](=O)[O-]	94	6	-3	-3	-1.6	5	10	1	1	-12
COC(=O)c1cn(CC(=O)N2CCCCC2C)c2ccccc12 (stereo unspecified)	89	-12	4	-6	-0.7	4	4	-1	-5	7
CCOc1ccc(CN2C(=O)c3ccccc3C2C(=O)NCC2CCCO2)cc1 (stereo unspecified)	89	13	3	-17	-1.5	-7	2	0	3	8
CCOC(=O)C1=CCC(c2cc3ccccc3[nH]2)NC1 (stereo unspecified)	.	.	-10	-6	.	4	.	.	-1	.
O=C(CCCOc1ccc(Cl)cc1Cl)Nc1ccncc1	90	-5	3	.	0.4	9	-5	1	0	-14
COc1ccc(CCC(=O)N2CCN(S(=O)(=O)c3cccc(Cl)c3)CC2)cc1	96	7	-5	-5	0.9	7	2	2	-1	-3
Cc1cc(=O)oc2c3c(cc(OCC(=O)N[C@@H](Cc4ccccc4)C(=O)O)c12)OC(C)(C)CC3	104	.	5	.	0.0	-2	1	2	-1	3
CSCCC(NC(=O)COc1ccccc1)C(=O)N1CCCC(C(F)(F)F)C1 (stereo unspecified)	99	1	1	-16	-3.1	-2	17	-1	-5	-1
Cc1cccc(C(=O)Nc2nsc(N)n2)c1	99	0	7	-5	-0.1	-16	3	1	1	-2
COc1ccc(O)c(C(=O)c2cnn(C(=O)c3ccc(C)cc3)c2)c1	103	5	2	-6	-1.7	0	-3	-3	10	-5
CCN(CC)C(=O)COc1ccc(-c2nnc(Nc3ccc(OC)c(C(=O)NC)c3)c3ccccc23)cc1	91	5	5	-20	2.0	9	-1	-1	-6	38

Screening data deposited in PubChem by several laboratories.
